# VHR inh abs: blocks human VHR1 dual specificity phosphatase. inhibition, % at 13.3 µM. 290,000 tested, 0.52% active. P51452. recombinant VHR phosphatase, pNPP absorbance; in the data active = inhibition above about 50%; also: some compounds called inactive have numbers as strong as hits
# Yp Topo-I inh: inhibitors of Yersinia pestis topoisomerase I; Y. pestis Topo-I cleavage product accumulation, plate reader; activity, % at 10 µM; 360,000 tested, 0.064% active; AID 504884; in the data active = activity above about 50%, passing the limit was not always enough; inconclusive = no clear call, values can overlap the other calls; also: inactives centre near 2
# PfHsp40 rescue: compounds rescuing yeast from Plasmodium falciparum HSP40 toxicity; S. cerevisiae expressing PfHsp40, growth rescue, ATP luminescence; growth rescue, % at 12.5 µM; 340,000 tested, 0.68% active; in the data active = growth rescue above about 28%, passing the limit was not always enough; inconclusive = no clear call, values can overlap the other calls;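 also: yeast W303a lacking pdr1 and pdr3 grown in galactose medium; growth measured after three days at 30 °C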
# MazF activator: activators of E. coli MazEF toxin-antitoxin RNase; FAM/BHQ RNA-DNA oligo cleavage fluorescence, 5 h; activation, % at 20 µM; AID 504720; 350,000 tested, 0.32% active; in the data active = activation above about 50%
# Target sequence (P0AE70 whole entry, looked up): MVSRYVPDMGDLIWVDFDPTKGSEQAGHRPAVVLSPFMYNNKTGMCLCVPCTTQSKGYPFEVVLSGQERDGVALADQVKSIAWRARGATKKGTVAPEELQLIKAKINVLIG
# Rv3671c protease: inhibits the M. tuberculosis serine protease Rv3671c; P9WHR9; inhibition, % at 5.96 µM; 320,000 tested, 0.048% active; AID 2606; in the data active = inhibition above about 38%;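 also: extracellular domain of Rv3671c used as enzyme; 0% = enzyme with DMSO and 100% = no enzyme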
# Anthrax LF prot: anthrax lethal factor protease inhibition. multiplex microsphere protease cleavage assay, LF. inhibition, % at 10 µM. 360,000 tested, 0.12% active; in the data active = inhibition above about 30%; inconclusive = no clear call, values can overlap the other calls; also: plate controls were buffer without enzyme for full effect and enzyme alone for no effect
# Target sequence (P15917 whole entry, looked up): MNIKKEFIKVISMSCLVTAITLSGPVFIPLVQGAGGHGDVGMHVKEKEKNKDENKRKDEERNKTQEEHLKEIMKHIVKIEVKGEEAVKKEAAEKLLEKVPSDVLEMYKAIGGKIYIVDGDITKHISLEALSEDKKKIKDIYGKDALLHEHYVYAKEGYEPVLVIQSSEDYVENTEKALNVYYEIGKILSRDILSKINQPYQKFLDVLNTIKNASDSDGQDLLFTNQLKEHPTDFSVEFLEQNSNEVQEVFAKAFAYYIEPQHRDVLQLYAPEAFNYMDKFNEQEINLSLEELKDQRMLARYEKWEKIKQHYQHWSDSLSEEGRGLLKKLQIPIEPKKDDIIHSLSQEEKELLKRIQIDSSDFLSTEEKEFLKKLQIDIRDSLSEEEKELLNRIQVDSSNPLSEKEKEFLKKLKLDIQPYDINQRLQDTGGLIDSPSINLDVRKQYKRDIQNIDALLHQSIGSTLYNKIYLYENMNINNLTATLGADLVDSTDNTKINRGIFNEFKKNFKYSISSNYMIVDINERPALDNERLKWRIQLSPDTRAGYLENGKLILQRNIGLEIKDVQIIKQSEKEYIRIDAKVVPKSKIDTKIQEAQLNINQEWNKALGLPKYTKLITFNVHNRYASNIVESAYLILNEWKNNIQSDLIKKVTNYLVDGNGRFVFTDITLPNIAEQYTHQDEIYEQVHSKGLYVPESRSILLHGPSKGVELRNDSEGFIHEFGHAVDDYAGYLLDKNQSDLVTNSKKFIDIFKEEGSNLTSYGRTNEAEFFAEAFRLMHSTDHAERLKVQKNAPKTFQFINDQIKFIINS
# BH1578 lux ind: quorum light induction in luxS cqsA deficient V. cholerae | V. cholerae BH1578 lux reporter, luminescence, 6 h | activation, % at 18.7 µM | 350,000 tested, 0.16% active | AID 588436; in the data active = activation mostly above about 9.7%, no sharp cut-off; inconclusive = no clear call, values can overlap the other calls; inactive = mostly below about 3.7%; also: not every result past the cut was called active; inactives centre near 0; reference of the scale not given here
# TcdB inh: TcdB glycohydrolase inhibition | P18177 | TcdB glycohydrolase enzymatic assay, plate reader | inhibition, % at 9.99 µM | 350,000 tested, 0.24% active | AID 652162; in the data active = inhibition above about 10%
# PriA SSB inh: inhibitors of Klebsiella pneumoniae PriA binding to SSB C-terminal tail; AlphaScreen SSBct-PriA binding, biotinylated peptide; inhibition, % at 33 µM; 430,000 tested, 0.6% active; AID 1272365; in the data active = inhibition mostly above about 37%, no sharp cut-off; inactive = mostly below about 20%;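 also: plate controls were negative control peptide for no effect and reference peptide for full effect; strong numbers were not always called active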
# SARS 3CLpro inh: SARS-CoV 3CLpro protease inhibition; recombinant SARS-CoV 3CLpro, quenched FRET peptide cleavage; 290,000 tested, 0.14% active; AID 1706; P0C6X7; inhibition, % at 6 µM; in the data active = inhibition above about 12%
# * = called active by the depositor; i = inactive; ? = inconclusive; . = no result given; & = joins results of further samples. Not all compounds are listed; the hit share may differ from the screen's.
SMILES,VHR inh abs,Yp Topo-I inh,PfHsp40 rescue,MazF activator,Rv3671c protease,Anthrax LF prot,BH1578 lux ind,TcdB inh,PriA SSB inh,SARS 3CLpro inh
CCOC(=O)CSC(C)C(=O)Nc1nnc(C(C)C)s1 (stereo unspecified),25,-7,-1.1,6,3,-1,-1.0,-1.1,-14,0
CC(C)(C)C(=O)CN1C2=NCCCN2c2ccccc21,0,-14,-0.8,14,-1,-5,15,-0.3,-14,-5
COc1ccc(S(=O)(=O)NN(C)c2ncc(C(F)(F)F)cc2Cl)cc1,5,-2,-0.4,1,-13,0,i,4.1,-12,7
CCN(CC)c1ccc(C=Nc2ccc(C)cc2C)c(O)c1,43,-1,0.5,-3,10,23,-0.5,0.5,-7,8
COc1ccc(C(=O)NNS(=O)(=O)c2ccc(C)cc2)cc1,26,-3,-1.9,8,-19,0,i,-5.2,-4,3
Cc1cc(NC(=O)CN2C(=O)NC(Cc3ccccc3)C2=O)no1 (stereo unspecified),14,1,4.3,3,-1,-6,i,.,-8,1
COc1ccc(C)cc1NC(=O)CNCc1cccs1,-3,2,-0.6,9,13,-8,-0.8,0.8,-12,-4
COc1ccc(NC(=O)CC2SC(=NCc3ccccc3OC)NC2=O)cc1 (stereo unspecified),6,8,-1.7,1,-5,-1,-0.4,0.0,2,-3
CCOc1ccc(NC(=O)CN(C)C(=O)c2cc3c(s2)CCC(C)C3)cc1OCC (stereo unspecified),.,20,5.6,-4,-8,4,i,0.5,-18,.
Cc1cccc(Cn2ncc(Cl)c(Cl)c2=O)c1,0,-5,-1.5,-4,-4,1,-1.0,0.7,-26,-1
O=C(NCc1cccs1)c1csc([C@@H]2C[C@H](O)[C@@H](CO)O2)n1,.,-3,.,.,.,-7,i,1.0,.,.
Cc1noc(C)c1COC(=O)c1ccccc1NC(=O)c1ccco1,-1,-4,-0.3,8,-8,-5,i,0.8,-11,-2
O=C(Nc1cccc(F)c1)C1CCCN(S(=O)(=O)c2cccc3cccnc23)C1 (stereo unspecified),8,10,-0.5,6,-3,-1,i,1.8,-6,-5
COc1cccc(-c2nc(CS(=O)(=O)CC(=O)NCCc3cc(OC)ccc3OC)c(C)o2)c1,33,32,0.3,-5,2,-1,-2.1,-0.7,1,2
CC(C)OP(=O)(c1ccc(N(C)C)cc1)C(O)c1ccc(N(C)C)cc1 (stereo unspecified),24,-3,-0.7,11,2,-2,-3.0,1.0,-4,4
CCn1c(=O)cc(OCC(=O)N(C)C2CCCCC2)c2ccccc21,29,17,-0.8,4,-7,?,-0.3,.,-8,-5
CC(=O)c1c(N2CCCCC2)nc(=S)n(-c2ccccc2)c1C,19,-3,1.3,4,7,-1,i,.,-2,-5
O=C(CC12CC3CC(C1)CC(CC(=O)N1CCCC1)(C3)C2)N1CCCC1,7,-4,-0.2,10,2,-4,-1.0,.,9,2
CCC(=O)c1cc(F)c(N2CCN(S(=O)(=O)c3ccc(C)cc3)CC2)cc1C,5,11,4.5,-4,-18,-3,0.9,.,-1,-2
CCc1ccccc1NC(=O)C1COc2ccccc2O1 (stereo unspecified),20,6,-0.3,0,-10,8,i,1.1,-12,-3
O=C(C[n+]1ccccc1)N/N=C/c1ccccc1C(F)(F)F,13,0,2.2,0,8,-11,-0.5,1.8,.,2
CCCCNC(=S)NNC(=O)c1sccc1C,21,-5,-1.1,-19,2,-2,0.3,-1.3,-2,0
COC(=O)c1ccc(C)c(NC(=O)CCc2ccc(OC)cc2)c1,-2,6,0.8,18,-10,0,-0.4,3.5,-17,5
CCN(CC)c1ncnc2c1nnn2C,.,5,-0.5,7,.,-3,0.8,2.2,-8,.
Cc1sc2ncn(CC(=O)NCCCC(=O)N3CCC(C)CC3)c(=O)c2c1C,36,4,-0.8,1,-1,3,-0.2,0.9,-6,-2
C[C@H]1CN([C@@H](C)CO)C(=O)CCCn2nncc2CO[C@H]1CN(C)C(=O)Nc1cccc(Oc2ccccn2)c1,.,6,.,-7,.,-2,i,0.8&0.2,.,.
CCNC(=O)C1=C(O)c2sccc2N(C)S1(=O)=O,6,5,0.0,6,10,-4,i,0.8,-10,0
CC1(C)CC(=O)/C(=C(\O)CCCN2C(=O)c3ccccc3C2=O)C(=NCCO)C1,14,-4,0.1,3,-1,1,-0.9,0.7,.,2
Oc1ccc2cc(Br)ccc2c1CN1CCCC1,9,-1,-1.3,-14,-6,6,0.2,-5.1,-5,5
CC(C)(Oc1ccc(Cl)cc1)C(=O)OCn1nnc2ccccc2c1=O,-15,31,2.0,14,5,-1,1.6,-0.1,-12,-1
Cc1cc(NC(=S)Nc2cccc3ccccc23)n[nH]1,12,-7,-1.0,3,-2,1,-0.5,2.7,14,6
CCCCOc1ccc(C(=O)N/C(=C\c2cccc([N+](=O)[O-])c2)C(=O)OC(C)C)cc1,10,16,0.1,5,-1,1,-0.4,.,-9,-4
O=C(Nc1ccc(NC(=O)c2ccccc2F)cc1)c1cccs1,.,-7,0.4,2,5,5,-4.2,1.0,-7,.
COc1ccc(S(=O)(=O)N2CC=C(c3ccccc3)CC2)cc1OC,.,29,.,-2,.,1,-4.5,-1.2,.,.
COc1ccc(CCNC(=O)C2(c3ccccc3)CC2)cc1,20,-8,-0.8,6,-6,3,-0.5,-1.6,-23,-4
Cc1cc(C)c(NS(=O)(=O)c2ccc(NC(=O)/C=C/C(=O)O)cc2)c(C)c1,-1,.,.,.,4,.,.,-0.4,1,2
CCCCN1C(=N)N([C@@H](CCC)CN2CCC[C@H]2CN2C(N)=NC[C@H]2C(C)C)C[C@H]1[C@H](C)CC,.,2,1.8,14,2,-1,-1.3,0.7,-8,.
COc1ccc(Nc2ncnc3sc(-c4ccccc4)cc23)cc1OC,2,-1,8.1,-3,21,-2,3.8,.,-18,-4
Cc1cccc2sc(NNC(=O)c3cc(=O)c4ccccc4o3)nc12,3,1,-0.4,1,9,-7,-0.2,-6.6,21,2
CCc1nc2c(OCCc3cccc(OC)c3)cccn2c1N(C=O)Cc1ccc(OC)cc1,.,-9,.,.,.,-2,-0.5,-0.9,.,.
CSc1nnc2n(-c3ccc(C)cc3)c(=O)c3c4c(sc3n12)COC(C(C)C)C4 (stereo unspecified),25,2,-0.1,-19,1,-12,-0.3,-2.4,-10,1
Cc1cc(NC(=O)Cn2nc([N+](=O)[O-])c(Br)c2C)no1,1,-8,-1.4,-8,-7,.,i,0.9,-4,0
COc1ccc(CNC(=O)CC2(CC(=O)O)CCCCC2)cc1,10,-10,0.6,0,9,-5,i,-0.5,3,-1
Cc1ccccc1NC(=S)N(Cc1ccco1)C(C)c1cccs1 (stereo unspecified),33,7,0.2,9,-3,0,-0.5,0.9,-1,-1
COc1ccccc1C1=CC(=O)C[C@H](c2ccc(F)cc2)C1,.,10,11,2,-2,-3,-0.3,1.1,-27,.
CC1CCN(c2ccc([N+](=O)[O-])c(SCCO)c2)CC1,23,13,1.0,-1,2,-2,i,1.2,16,4
O=P(CCN1CCCCC1)(c1ccccc1)c1ccccc1,-14,5,-0.5,5,-5,-1,6.7,.,1,7
COc1ccc(OC)c(NC(=O)Cn2c(-c3ccc(Cl)cc3)noc2=O)c1,28,-3,-0.7,-13,-1,-3,-0.4,.,3,7
CCN(C(=O)CN1C(=O)c2ccc([N+](=O)[O-])cc2C1=O)C1CCCCC1,1,-6,-0.2,5,6,.,0.5,1.3,-6,-3
COc1ccc(Cc2nnc(NC(=O)c3ccccc3Cl)s2)cc1OC,-2,6,0.4,-2,-5,-13,1.2,0.5,-9,0
COc1cc(SC)ccc1C(=O)OCC(=O)N1CC(=O)Nc2ccccc21,.,8,0.6,-7,4,-6,5.6,1.0,-1,.
O=C(Nc1nc(-c2nc3ccccc3s2)cs1)C1COc2ccccc2O1 (stereo unspecified),14,-2,-0.1,-7,-9,8,-0.1,0.5,-15,3
CC(C)(C)OC(=O)NCc1ccc(NC(=O)c2nc[nH]c2C(=O)NCCNC(=O)c2[nH]cnc2C(=O)Nc2ccc(CNC(=O)OC(C)(C)C)cc2)cc1,.,79*,-0.7,-128,-97,-3,i,.,-4,.
C/C(=N\NC(=O)C1CC1)c1ccc(C(C)(C)C)cc1,19,27,0.0,-21,.,-3,-1.7,0.7,.,0
Cc1ccnc(Sc2ccc([N+](=O)[O-])cn2)n1,-18,0,-0.2,2,4,0,-2.0,.,-5,1
Cc1c(C(=O)N2CCCC2)c(S(=O)(=O)NCC(C)c2ccccc2)c(C)n1C (stereo unspecified),-12,-1,-0.3,3,0,0,2.1,0.7,-5,4
Cc1nnc(SCC(=O)NN2C(=O)NC3(CCCCC3)C2=O)s1,45,1,1.1,-1,-11,1,-0.4,-0.7,5,2
Cc1ccc2c(c1)NC(=O)c1cccc([N+](=O)[O-])c1CO2,28,.,.,.,-7,.,.,-1.8,.,-3

# At a glance, part of the list above.
SMILES,VHR inh abs,Yp Topo-I inh,PfHsp40 rescue,MazF activator,Rv3671c protease,Anthrax LF prot,BH1578 lux ind,TcdB inh,PriA SSB inh,SARS 3CLpro inh
Cc1nnc(SCC(=O)NN2C(=O)NC3(CCCCC3)C2=O)s1,45,1,1.1,-1,-11,1,-0.4,-0.7,5,2
Cc1ccc2c(c1)NC(=O)c1cccc([N+](=O)[O-])c1CO2,28,.,.,.,-7,.,.,-1.8,.,-3

# By substructure, those above containing a halogen
SMILES,VHR inh abs,Yp Topo-I inh,PfHsp40 rescue,MazF activator,Rv3671c protease,Anthrax LF prot,BH1578 lux ind,TcdB inh,PriA SSB inh,SARS 3CLpro inh
COc1ccc(S(=O)(=O)NN(C)c2ncc(C(F)(F)F)cc2Cl)cc1,5,-2,-0.4,1,-13,0,i,4.1,-12,7
Cc1cccc(Cn2ncc(Cl)c(Cl)c2=O)c1,0,-5,-1.5,-4,-4,1,-1.0,0.7,-26,-1
O=C(Nc1cccc(F)c1)C1CCCN(S(=O)(=O)c2cccc3cccnc23)C1 (stereo unspecified),8,10,-0.5,6,-3,-1,i,1.8,-6,-5
CCC(=O)c1cc(F)c(N2CCN(S(=O)(=O)c3ccc(C)cc3)CC2)cc1C,5,11,4.5,-4,-18,-3,0.9,.,-1,-2
O=C(C[n+]1ccccc1)N/N=C/c1ccccc1C(F)(F)F,13,0,2.2,0,8,-11,-0.5,1.8,.,2
Oc1ccc2cc(Br)ccc2c1CN1CCCC1,9,-1,-1.3,-14,-6,6,0.2,-5.1,-5,5
CC(C)(Oc1ccc(Cl)cc1)C(=O)OCn1nnc2ccccc2c1=O,-15,31,2.0,14,5,-1,1.6,-0.1,-12,-1
O=C(Nc1ccc(NC(=O)c2ccccc2F)cc1)c1cccs1,.,-7,0.4,2,5,5,-4.2,1.0,-7,.
Cc1cc(NC(=O)Cn2nc([N+](=O)[O-])c(Br)c2C)no1,1,-8,-1.4,-8,-7,.,i,0.9,-4,0
COc1ccccc1C1=CC(=O)C[C@H](c2ccc(F)cc2)C1,.,10,11,2,-2,-3,-0.3,1.1,-27,.
COc1ccc(OC)c(NC(=O)Cn2c(-c3ccc(Cl)cc3)noc2=O)c1,28,-3,-0.7,-13,-1,-3,-0.4,.,3,7
COc1ccc(Cc2nnc(NC(=O)c3ccccc3Cl)s2)cc1OC,-2,6,0.4,-2,-5,-13,1.2,0.5,-9,0

# Screens from PubChem BioAssay.
